Screens as filed in PubChem.
Diaph inh CS = diaphorase inhibition or chemical oxidation counter-screen; diaphorase resazurin-to-resorufin fluorescence, NADH, 16 min; bacterial (C. kluyveri) enzyme, not human; inhibition, % at 20 µM; actives 0.69% (n = 190,000); AID 1217;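 active = primary screen inhibition at 20 µM above a set limit, cut at about 50% in these data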;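 note: plate controls were DMSO with full reaction for no effect and wells lacking NADH for full effect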
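Test system: bacterial diaphorase enzyme (C. kluyveri); Quantity: 0.14 U/mL diaphorase, enzyme working solution; Times: reaction incubation of 16 min at room temperature; Measured by: fluorescence of resorufin formed from resazurin, Ex 544/Em 590 nm; Benchmarks: positive control minus NADH, DMSO neutral control.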
APP 5'UTR act = activates APP 5'UTR luciferase reporter | actives 1% (n = 190,000) | AID 1276 | activation, % at 2 µM | SH-SY5Y APP 5'UTR luciferase reporter, luminescence; zero percent = DMSO vehicle wells;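 active = activation above a set limit, based on mean plus 3 SD of controls, cut at about 140% in these data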; note: values of inactives mirror those of a sister screen read the other way
G6PDH counter = inhibits Leuconostoc G6PDH, flagging false hits in G6PDH-based assays | Purified L. mesenteroides G6PDH, diaphorase/resazurin coupled fluorescence, 45 min | inhibition, % at 5 µM | actives 0.12% (n = 200,000); in the data active = inhibition above about 50%
APP 5UTR inh = APP translation inhibition. actives 0.82% (n = 190,000). SH-SY5Y APP 5'UTR-luciferase reporter, luminescence. inhibition, % at 2 µM;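 active = inhibition above a set limit, derived from the sample mean plus 3 SD, cut at about 45% in these data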; note: values of inactives mirror those of a sister screen read the other way
FLuc inh counter = Photinus pyralis luciferase inhibition counter-screen; inhibition, % at 10 µM; actives 1.5% (n = 200,000); ATPLite firefly luciferase biochemical luminescence, 10 min;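 active = inhibition above about 50% when tested at 10 µM, limit read from the data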
TLR4 MyD88 comp = inhibitors of human TLR4-MyD88 binding. HeLa CL3-4 TLR4/MyD88 BLA complementation, FRET ratio. inhibition, % at 8.4 µM. actives 0.18% (n = 200,000). O00206+Q99836; in the data active = inhibition above about 25%;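 note: 0% = vehicle and 100% = reference inhibitor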
Target sequence (O00206 whole entry, looked up): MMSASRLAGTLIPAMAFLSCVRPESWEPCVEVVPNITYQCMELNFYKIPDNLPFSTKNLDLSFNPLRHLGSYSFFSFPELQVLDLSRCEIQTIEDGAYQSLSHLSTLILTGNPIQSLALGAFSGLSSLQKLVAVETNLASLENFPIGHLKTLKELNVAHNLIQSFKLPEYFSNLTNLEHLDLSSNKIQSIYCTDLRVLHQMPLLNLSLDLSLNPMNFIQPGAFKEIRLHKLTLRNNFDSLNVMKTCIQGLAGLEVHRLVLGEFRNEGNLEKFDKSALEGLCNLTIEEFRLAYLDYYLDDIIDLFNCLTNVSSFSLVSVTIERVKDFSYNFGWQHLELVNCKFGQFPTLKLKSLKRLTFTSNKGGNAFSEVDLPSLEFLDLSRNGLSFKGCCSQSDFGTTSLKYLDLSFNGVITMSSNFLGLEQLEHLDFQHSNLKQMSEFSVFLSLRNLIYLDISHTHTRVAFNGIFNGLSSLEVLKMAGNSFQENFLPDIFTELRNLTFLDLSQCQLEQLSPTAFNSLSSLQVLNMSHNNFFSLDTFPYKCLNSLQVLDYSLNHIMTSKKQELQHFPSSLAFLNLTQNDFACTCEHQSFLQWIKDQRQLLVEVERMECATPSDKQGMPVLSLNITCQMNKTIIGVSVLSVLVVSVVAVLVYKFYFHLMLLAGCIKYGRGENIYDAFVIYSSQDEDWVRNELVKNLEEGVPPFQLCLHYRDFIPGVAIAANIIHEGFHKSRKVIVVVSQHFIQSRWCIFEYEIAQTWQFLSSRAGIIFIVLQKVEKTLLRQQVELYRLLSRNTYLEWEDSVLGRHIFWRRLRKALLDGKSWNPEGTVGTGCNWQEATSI
Target sequence (Q99836 whole entry, looked up): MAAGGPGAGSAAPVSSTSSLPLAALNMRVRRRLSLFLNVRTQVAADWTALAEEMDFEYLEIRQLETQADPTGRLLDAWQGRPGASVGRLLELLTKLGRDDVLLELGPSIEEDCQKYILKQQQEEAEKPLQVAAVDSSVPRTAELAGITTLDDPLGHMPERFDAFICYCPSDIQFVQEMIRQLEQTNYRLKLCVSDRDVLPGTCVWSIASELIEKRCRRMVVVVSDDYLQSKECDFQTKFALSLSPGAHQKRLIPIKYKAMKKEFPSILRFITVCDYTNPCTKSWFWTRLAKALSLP
FLuc stim CS = firefly luciferase counter-screen for stimulation assays; P08659; ATPlite luciferase biochemical, luminescence, 10 min; 0 = ATP-free wells, 1 = DMSO control; activation factor at 10 µM; 200,000 tested, under 10 active;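 active = luciferase activation factor, scaled between plate controls, of at least 2 with compound at 10 µM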
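test system = cell-free luciferase reagent | medium = PBS as buffer for the ATP substrate | dosing = test compounds dosed from 2 mM stocks in 100% DMSO | incubation = 10 min at ambient temperature | detection = luminescence measurement of luciferase light output | benchmarks = low control with PBS replacing ATP, high control enzyme plus ATP without compound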
STAT1 activator = activators of IFN-gamma induced STAT1 signaling; NIH 3T3 STAT1-luciferase reporter, luminescence; 100% = IFN-gamma alone, no compound; activation (% of control), % at 5.5 µM; actives 2.6% (n = 200,000); AID 932;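 active = activation above the screen-wide mean activation plus 3 SD, cut at about 130% in these data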;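 note: raw ratio to IFN-gamma control signal so 100% means no change and 0% no light; values of inactives mirror those of a sister screen read the other way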
NF-kB expr up = NF-kB expression increase, human neuronal cells. NF-kB reporter expression; stronger effect = higher value. fold change at 12.5 µM. actives 1.6% (n = 190,000). AID 1239; in the data active = fold change above about 3.3
Diaphorase act = counter-screen for diaphorase-based assays: diaphorase activators and chemical reducers | Diaphorase/resazurin coupled assay, resorufin fluorescence, 16 min; stronger effect = higher value; 1 = vehicle wells, 0 = NADH-free wells | activation factor at 20 µM | actives 0.005% (n = 190,000) | AID 1229;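 active = diaphorase activity raised at least twofold by the compound at 20 µM; inactive = activation factor below 2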
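Test system: Clostridium kluyveri diaphorase, purified enzyme; input: enzyme 0.07 U/mL final; buffer or medium: 50 mM HEPES pH 7.4 with 4.542 mM MgCl2, 0.005% Tween 20; also added: 0.114 mM NADH and 0.1 mM resazurin, final amounts; schedule: 16 min enzyme reaction, ambient temperature; technique: fluorescence of resorufin, 544 nm excitation, 590 nm emission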
Starred values were filed as active, the others as inactive; . = not tested or not shown.

No.	canonical_smiles	Diaph inh CS	APP 5'UTR act	G6PDH counter	APP 5UTR inh	FLuc inh counter	TLR4 MyD88 comp	FLuc stim CS	STAT1 activator	NF-kB expr up	Diaphorase act
1	O=C(C[n+]1ccc(CCSc2ccc(F)cc2)cc1)c1ccccc1	-18	-24	0	24	6	-2	0.9	100	1.1	1.2
2	O=C(O)CSc1nnnn1-c1ccccc1	11	.	0	.	-5	5	1	99	1.2	0.9
3	CC(C)(C)c1cc(CN2CCC(O)CC2)cc(C(C)(C)C)c1O	4	16	18	-16	2	0	1	98	1.2	1
4	Cc1ccc(/C=C/C(=O)OCC(=O)N2CC(=O)Nc3ccccc32)o1	15	14	1	-14	-8	1	1.1	98	1.1	0.8
5	Cc1cc(C)nc(N2CCCC(C(=O)NCCC3=CCCCC3)C2)n1 (centres undefined)	7	-17	2	17	-4	-5	1	104	1.3	0.9
6	CC(=O)Nc1sc(C)c(C)c1C(=O)OCC(=O)Nc1cc(S(=O)(=O)N2CCCCC2)ccc1Cl	17	2	-4	-2	-3	-3	1	90	1	0.8
7	Cc1ccc(OCCC(=O)Nc2ccc(F)c(F)c2)cc1	18	9	3	-9	-7	12	1.1	102	1.1	0.8
8	CN(C)c1cc2c(c(N(C)C)c1)C(=O)c1ccccc1C2=O	18	5	9	-6	7	8	0.9	102	1.1	0.8
9	S=c1[nH]ncn2c1cc1oc3ccccc3c12	51*	25	6	-25	2	4	1	124	1.4	0.5
10	Cc1ccc(C2CC(=O)Nc3cc4c(cc32)OCO4)o1 (centres undefined)	11	-3	0	3	-4	-2	1	100	1	0.9
11	C=CCC(NCc1ccco1)c1ccc(OC)cc1 (centres undefined)	8	-4	5	4	-4	-4	1	94	1	0.9
12	Cc1ccc(-n2c(C)cc(C)c(C#N)c2=O)cc1C	-3	6	4	-6	-7	-4	1.1	106	1.7	1
13	CCCC(CCC(=O)NC1CCCCC1)C(=O)O (centres undefined)	7	2	7	-2	-5	-18	1	103	0.94	0.9
14	CN(C)C(=O)c1cc(F)ccc1Sc1cc(Cl)ccc1Cl	23	-1	5	1	0	-3	1	101	0.84	0.8
15	O=C(NCCN1CCc2ccccc2C1)C1CC(=O)N(C2CCCC2)C1 (centres undefined)	-8	7	11	-7	3	3	1	104	1	1.1
16	COc1ccc(OCC(=O)N/N=C\c2ccco2)cc1	13	2	3	-2	2	-6	1	94	1.1	0.9
17	Cc1ccc(-n2nc(CN3CCOCC3)c(-c3ccccc3)c2N)cc1Cl	4	12	3	-12	2	2	1	99	0.88	1
18	CCc1cccc2c1NC(=O)[C@]21[C@@H]2C(=O)N(Cc3ccccc3)C(=O)[C@@H]2[C@@H]2CCCN21	16	6	1	-6	-9	5	1.1	97	0.98	0.8
19	CCOc1ccc2nc(SC3CC(=O)N(c4ccc(C)cc4)C3=O)sc2c1 (centres undefined)	-4	16	7	-16	-3	-9	1	98	0.97	1
20	COc1ccc2c(c1)C=C(CN1CCC(CO)(CCc3ccccc3)CC1)CO2	20	11	10	-11	-6	-6	1.1	100	0.97	0.8
21	Cc1ccc(Nc2nc(N)nc(CN3CCC(C)CC3)n2)c(C)c1	.	16	.	-16	.	-8	.	97	1.5	.
22	COc1ccc(-c2nc(CSCC(=O)N3CCN(C(=O)c4ccco4)CC3)c(C)o2)cc1OC	20	9	3	-9	-2	-4	1	99	0.97	0.8
23	COc1ccc(CNCc2ccco2)cc1OCc1ccccc1	8	20	34	-20	4	0	1	113	1.5	0.9
24	COc1cccc(CC2(CO)CCN(Cc3ccc(NC(C)=O)cc3)CC2)c1	17	2	4	-2	-8	7	1.1	94	0.42	0.8
25	N/C(=N\OC(=O)C12CC3CC(CC(C3)C1)C2)c1ccccc1	12	-11	2	11	65*	18	0.4	101	1.5	0.9
26	CCN(C(=O)CSc1nc(-c2ccccc2)c(-c2ccccc2)[nH]1)C1CCS(=O)(=O)C1 (centres undefined)	0	3	9	-3	-5	10	1.1	99	1.2	1
27	Cc1cc(C)c(S(=O)(=O)/N=C2/C=C(SCC(=O)O)C(=O)c3ccccc32)cc1C	29	-12	51*	12	1	6	1	93	0.7	0.7
28	CCc1nc2c(sc3nc4c(cc32)COC(C)(C)C4)c(=O)n1Cc1ccccc1	10	-5	8	5	3	-4	1	96	0.97	0.9
29	CC(=O)Nc1c(O)nc(SCC(=O)Nc2cccc(C)c2)[nH]c1=O	17	0	3	0	-2	-16	1	98	0.99	0.8
30	CCOC(=O)NC(=O)CSc1nnnn1-c1ccccc1	4	12	1	-12	-3	1	1	106	1.3	1

12 consecutive entries from above:
No.	canonical_smiles	Diaph inh CS	APP 5'UTR act	G6PDH counter	APP 5UTR inh	FLuc inh counter	TLR4 MyD88 comp	FLuc stim CS	STAT1 activator	NF-kB expr up	Diaphorase act
16	COc1ccc(OCC(=O)N/N=C\c2ccco2)cc1	13	2	3	-2	2	-6	1	94	1.1	0.9
17	Cc1ccc(-n2nc(CN3CCOCC3)c(-c3ccccc3)c2N)cc1Cl	4	12	3	-12	2	2	1	99	0.88	1
18	CCc1cccc2c1NC(=O)[C@]21[C@@H]2C(=O)N(Cc3ccccc3)C(=O)[C@@H]2[C@@H]2CCCN21	16	6	1	-6	-9	5	1.1	97	0.98	0.8
19	CCOc1ccc2nc(SC3CC(=O)N(c4ccc(C)cc4)C3=O)sc2c1 (centres undefined)	-4	16	7	-16	-3	-9	1	98	0.97	1
20	COc1ccc2c(c1)C=C(CN1CCC(CO)(CCc3ccccc3)CC1)CO2	20	11	10	-11	-6	-6	1.1	100	0.97	0.8
21	Cc1ccc(Nc2nc(N)nc(CN3CCC(C)CC3)n2)c(C)c1	.	16	.	-16	.	-8	.	97	1.5	.
22	COc1ccc(-c2nc(CSCC(=O)N3CCN(C(=O)c4ccco4)CC3)c(C)o2)cc1OC	20	9	3	-9	-2	-4	1	99	0.97	0.8
23	COc1ccc(CNCc2ccco2)cc1OCc1ccccc1	8	20	34	-20	4	0	1	113	1.5	0.9
24	COc1cccc(CC2(CO)CCN(Cc3ccc(NC(C)=O)cc3)CC2)c1	17	2	4	-2	-8	7	1.1	94	0.42	0.8
25	N/C(=N\OC(=O)C12CC3CC(CC(C3)C1)C2)c1ccccc1	12	-11	2	11	65*	18	0.4	101	1.5	0.9
26	CCN(C(=O)CSc1nc(-c2ccccc2)c(-c2ccccc2)[nH]1)C1CCS(=O)(=O)C1 (centres undefined)	0	3	9	-3	-5	10	1.1	99	1.2	1
27	Cc1cc(C)c(S(=O)(=O)/N=C2/C=C(SCC(=O)O)C(=O)c3ccccc32)cc1C	29	-12	51*	12	1	6	1	93	0.7	0.7

Remaining list, next part.
No.	canonical_smiles	Diaph inh CS	APP 5'UTR act	G6PDH counter	APP 5UTR inh	FLuc inh counter	TLR4 MyD88 comp	FLuc stim CS	STAT1 activator	NF-kB expr up	Diaphorase act
31	COC(=O)CNC(c1ccccc1)c1cc(Br)ccc1NC(=O)CNC(=O)OCc1ccccc1 (centres undefined)	23	-17	-2	17	-3	2	1	97	1.2	0.8
32	O=C(OCc1nc2ccccc2s1)C1CCN(C2=NS(=O)(=O)c3ccccc32)CC1	13	51	1	-51	6	9	0.9	112	1.3	0.9
33	COc1ccc(-n2nc(C(C)=O)c(=O)[nH]c2=O)cc1	-11	-6	1	6	-4	1	1	112	1.5	1.1
34	CCOC(=O)N1CCN(CC(=O)N2c3ccccc3CC2C)CC1 (centres undefined)	14	2	9	-2	-9	-1	1.1	89	1.2	0.9
35	Cn1c(=O)oc2cc(S(=O)(=O)NC(Cc3ccccc3)C(=O)N3CCCCC3)ccc21 (centres undefined)	20	-6	9	6	-3	1	1	95	0.85	0.8
36	CC(C)(C)n1nnnc1C(c1cccs1)N1CCN(C(=O)c2ccco2)CC1 (centres undefined)	0	-22	-4	22	-5	-9	1	86	1.1	1
37	C=CCN=C1NN=C(c2cc(C)n(CC=C)c2C)CS1	13	58	6	-58	92*	0	0.1	78	0.25	0.9
38	CC(NC(=O)CN(C)Cc1cccs1)c1ccccc1 (centres undefined)	2	2	1	-2	-3	-6	1	95	1.2	1
39	CCc1nnc(N/N=C/c2c(Cl)cccc2Cl)n1N	7	10	5	-10	-8	-8	1.1	103	1.4	0.9
40	C=CCOc1ccc(/C(O)=C2/C(=O)C(=O)N(CCCN3CCOCC3)C2c2ccc(OC)cc2)cc1 (centres undefined)	3	-5	8	5	-10	10	1.1	103	2.2	1
41	CCOC(=O)c1ccc2c(c1)nc(COc1ccccc1C#N)n2CC	8	.	12	.	-4	.	1	.	.	0.9
42	Cc1cc(=O)n2ccsc2n1	10	-6	20	6	-8	-1	1.1	107	1.2	0.9
43	CCCCSc1nnc2[nH]c(=O)cc(N)n12	7	.	16	.	2	4	1	98	1.1	0.9
44	CC(C)N(c1ccccc1)c1ccc(NC(=O)C2CCCO2)cc1 (centres undefined)	21	3	1	-3	-1	-4	1	102	1.1	0.8
45	Cc1cc(C)c2c(=O)[nH]n(C3CC(C)N(C)CC3C)c2n1 (centres undefined)	15	26	2	-26	-6	4	1.1	104	1.3	0.9
46	Cc1cc(C)c(C#N)c(SCc2ccccc2[N+](=O)[O-])n1	14	8	10	-8	-4	-11	1	97	1	0.9
47	CCOCCc1nnc(NC(=O)C(C)Oc2ccccc2)s1 (centres undefined)	2	2	1	-2	-12	-10	1.1	101	0.97	1
48	O=C1CCCN1CCC1CCN(C2CC(=O)N(c3ccc(Cl)cc3)C2=O)CC1 (centres undefined)	12	-19	-1	20	-2	15	1	97	0.84	0.9
49	CNc1nc2[nH]c(=O)c3c(c2s1)OC(N)=C(C#N)C3c1ccccc1 (centres undefined)	37	10	13	-10	-8	-7	1.1	90	1.1	0.6
50	NS(=O)(=O)c1ccc(Nc2nc(-c3ccc(O)cc3)cs2)cc1	14	-7	13	7	-4	0	1	96	1.6	0.9
51	Cc1ccccc1CC(=O)N1CCCC(CCC(=O)N2CCN(c3ccccn3)CC2)C1 (centres undefined)	-4	5	12	-5	-3	-8	1	90	0.87	1
52	CC1=C(C(=O)N(C)CCC#N)C2(CCCCC2)OC1=O	1	-6	0	6	-1	6	1	100	1.2	1
53	O=C(N/N=C/c1cccc([N+](=O)[O-])c1)C1CC(=O)N(c2ccc(F)cc2)C1 (centres undefined)	7	-11	-8	11	-7	-6	1.1	98	1.3	0.9
54	COc1ccc(/C=C(/NC(=O)c2ccccc2)C(=O)N/N=C/c2sccc2C)cc1	24	94	-43	-94	-3	-6	1	99	0.61	0.8
55	COc1ccccc1CN1CCN(C(=O)c2ccncc2)CC1	13	.	1	.	-8	-8	1.1	104	1.1	0.9
56	Cn1c(SCC(=O)c2ccc(F)cc2)nnc1-c1ccccc1N	-5	11	-1	-11	2	-1	1	110	1.6	1.1
